# Pf Dd2 growth – P. falciparum Dd2 growth inhibition. SYBR Green, 72 h; active compounds read low. activity change, % at 10 µM. 94,000 compounds, 2.3% hits. AID 1159554; in the data active = activity change below about -80%
# GASC1 inh – inhibitors of human demethylase GASC-1 KDM4C. 96,000 compounds, 0.15% hits. Q9H3R0. GST-KDM4C 2-372, H3K9me3 peptide, LANCE TR-FRET. inhibition, % at 12.5 µM;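 active = mean replicate inhibition above about 25%, with at least 55% of replicates also reaching it, limit read from the data, passing the limit was not always enough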
# Target sequence (Q9H3R0 2-372 limits assumed): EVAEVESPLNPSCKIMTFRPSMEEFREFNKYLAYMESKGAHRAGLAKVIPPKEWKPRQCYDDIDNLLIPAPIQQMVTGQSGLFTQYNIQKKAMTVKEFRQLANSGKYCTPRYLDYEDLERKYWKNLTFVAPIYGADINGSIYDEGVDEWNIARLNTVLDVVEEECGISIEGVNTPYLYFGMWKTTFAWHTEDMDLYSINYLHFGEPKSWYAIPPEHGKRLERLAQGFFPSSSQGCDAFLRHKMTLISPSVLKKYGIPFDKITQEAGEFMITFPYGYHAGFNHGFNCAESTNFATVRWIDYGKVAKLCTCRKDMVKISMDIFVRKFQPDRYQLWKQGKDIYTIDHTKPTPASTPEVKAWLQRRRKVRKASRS
#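 System: N-terminal GST-fused human GASC-1 (KDM4C) fragment, residues 2-372; amount: enzyme final amount 10 nM; incubation: reaction 30 min RT, detection step 1 h RT; medium: HEPES buffer, pH 7.5, plus ascorbate; technique: LANCE TR-FRET, Eu antibody, ULight-streptavidin, EDTA, ex 340 nm, em 618/671 nm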
# C diff HTS – inhibitors of Clostridium difficile growth. 86,000 compounds, 0.25% hits. Clostridium difficile clinical isolate growth, OD600, 24 h; active compounds read low. growth activity, negative = inhibition, % at 16 µg/mL (by protocol). AID 1259249;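 active = mean growth activity at or below -80% and every replicate also at or below -80%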;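 also: 0% = DMSO wells and -100% = levofloxacin 16 µg/mL wells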
# Tcruzi prolif – blocks T. cruzi growth in NIH3T3 culture; T. cruzi beta-gal in NIH3T3, GalScreen luminescence, 90 h; inhibition, % at 8.34 µM; 77,000 compounds, 5.9% hits; AID 624255;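 active = mean inhibition above about 93%, with at least 55% of replicates each passing it, limit read from the data, passing the limit was not always enough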
# * = called active by the depositor; . = not tested or not shown; & = joins results of further samples.
SMILES,Pf Dd2 growth,GASC1 inh,C diff HTS,Tcruzi prolif
CCCC#Cc1cnc2c(c1)C(=O)N([C@@H](C)CO)C[C@H](C)[C@H](CN(C)S(=O)(=O)c1ccccc1)O2,-65.0,-2.5,-6.5,53.0
O=C(C[C@@H]1C[C@H]2c3cc(NS(=O)(=O)c4ccc(F)cc4)ccc3O[C@H]2[C@@H](CO)O1)NCc1ccccc1,4.9,-3.6,.,-3.9
CN(C)C(=O)c1ccc(-c2ccc([C@@H]3[C@H](C#N)N(C(=O)C4CCCC4)[C@H]3CO)cc2)cc1,-15.5,-5.3,1.9,86.3
C[C@@H]1CN([C@H](C)CO)C(=O)c2cc(NC(=O)c3ccccc3)ccc2O[C@@H](C)CCCCO[C@@H]1CN(C)S(=O)(=O)c1ccc(Cl)cc1,-82.4*,0.4,11.4,94.5
CO[C@H]1CN(C)C(=O)c2cc(NC(=O)C3CC3)ccc2OC[C@H](C)N(Cc2ccc(F)cc2)C[C@@H]1C,.,-1.4,.,32.7
CC(C)CC#Cc1ccc([C@H]2[C@H]3CN(S(=O)(=O)c4ccc(F)cc4)CCCCN3[C@H]2CO)cc1,10.7,0.9,8.1,116.0*
C[C@@H]1CN([C@H](C)CO)C(=O)c2cc(C#Cc3cccnc3)cnc2O[C@H]1CN(C)S(C)(=O)=O,11.3,0.5,7.5,-31.7
C[C@@H]1CN([C@H](C)CO)C(=O)c2cc(NC(=O)Nc3cccc4ccccc34)ccc2O[C@H]1CN(C)S(=O)(=O)c1ccc(Cl)cc1,15.5,0.3,-2.1,43.2
O=C(NC1CCCCC1)[C@@H]1[C@@H](CO)[C@@H]2Cn3c(cccc3=O)[C@H]1N2CC1CCCCC1,20.2,-0.2,-0.2,.
C[C@@H](NC(=O)C[C@@H]1C=C[C@@H](NS(=O)(=O)c2cccc(F)c2)[C@H](CO)O1)c1ccccc1,-9.0,-1.3,.,38.9
CCC(=O)N[C@H]1CC[C@@H](CC(=O)NCc2ccc(OC)cc2)O[C@H]1CO,-1.6,-0.1,-1.0,-35.2
C[C@H]1CN([C@@H](C)CO)C(=O)c2cccc(NC(=O)C3CCOCC3)c2O[C@@H]1CN(C)C(=O)NC1CCCCC1,-23.7,-1.2,0.8,37.1
O=C(C[C@H]1CC[C@H]2[C@@H](COC[C@H](O)CN2Cc2ccccc2F)O1)N[C@H]1CCN(Cc2ccccc2)C1,-5.7,.,.,21.3
Cc1ccc(S(=O)(=O)N(C)C[C@H]2OCCCC[C@@H](C)Oc3ccc(NC(=O)Nc4ccc5c(c4)OCO5)cc3C(=O)N([C@H](C)CO)C[C@@H]2C)cc1,-32.8,0.0,.,.
C[C@@H]1CN([C@H](C)CO)S(=O)(=O)c2ccc(C#CCN(C)C)cc2O[C@@H]1CN(C)Cc1ccc2c(c1)OCO2,-53.3,3.2,2.6,78.1
O=C(C[C@@H]1C[C@@H]2c3cc(NC(=O)C4CCC4)ccc3O[C@@H]2[C@@H](CO)O1)NCc1ccc2c(c1)OCO2,2.7,-2.5,0.1,7.4
CCC(=O)N1C[C@@H](C)[C@H](OC)CN(C)C(=O)c2cc(NC(=O)CC(F)(F)F)ccc2OC[C@@H]1C,-1.1,0.8,-18.9,.
C[C@@H]1CN([C@H](C)CO)C(=O)c2cccc(NS(=O)(=O)c3ccc(F)cc3)c2O[C@H]1CN(C)Cc1ccc(-c2ccccc2)cc1,-55.2,0.3,1.3,55.9
CN1C(=O)c2cc(NC(=O)c3ccc(F)cc3)ccc2OC[C@@H]2O[C@@H](CC(=O)O)CC[C@@H]21,1.9,0.6,0.1,-16.9
C[C@H](CO)N1C[C@H](C)[C@@H](CN(C)Cc2ccc(Oc3ccccc3)cc2)Oc2ccc(NC(=O)CCC(F)(F)F)cc2C1=O,9.0,0.9,-1.4,-101.2
COc1ccc(S(=O)(=O)Nc2ccc3c(c2)C(=O)N([C@@H](C)CO)C[C@H](C)[C@H](CN(C)CC2CCCCC2)OCCCC[C@H](C)O3)cc1,-63.9,1.1,0.1,90.6
COC(=O)[C@@H]1[C@@H](CO)[C@@H]2Cn3c(cccc3=O)[C@@H]2N1CC1CCCCC1,-5.0,1.5,5.7,24.7
COc1ccc(NC(=O)N(C)C[C@@H]2Oc3cc(-c4ccc(C)cc4)ccc3S(=O)(=O)N([C@H](C)CO)C[C@H]2C)cc1,-89.2*,0.1,0.7,108.0*
O=C(c1cccnc1)N1CC(=O)N2[C@H](CO)[C@@H](c3ccc(C#CCC4CCCC4)cc3)[C@H]2C1,7.5,0.0,-30.8,.
COc1ccc(CN(C)C[C@@H]2Oc3ccc(NC(=O)Nc4ccc(OC)cc4)cc3CC(=O)N([C@H](C)CO)C[C@@H]2C)cc1,11.3,-0.2,-10.9,55.3
CNC[C@H]1Oc2cc(C#CC3CCCC3)ccc2S(=O)(=O)N([C@@H](C)CO)C[C@@H]1C,-48.3,-2.2,0.7,-55.8
COc1cccc(C(=O)Nc2ccc3c(c2)C(=O)N(C)[C@H]2CC[C@H](CC(=O)N[C@H](C)c4ccccc4)O[C@H]2CO3)c1,-21.6,-1.1,3.5,61.7
Cc1ccc(S(=O)(=O)Nc2cccc3c2O[C@H](CN(C)S(=O)(=O)c2ccc(Cl)cc2)[C@H](C)CN([C@@H](C)CO)C3=O)cc1,-59.5,1.8,-9.5,.
C[C@@H](NC(=O)[C@H]1[C@H](CO)[C@H]2Cn3c(ccc(-c4ccncc4)c3=O)[C@H]2N1C)c1ccccc1,.,-0.4,-1.5,-11.1
CCCC#Cc1ccc([C@@H]2[C@H]3CN(C(=O)c4ccc(F)cc4)CC(=O)N3[C@H]2CO)cc1,-62.1,1.3,-1.7,.
C[C@@H]1CCCCO[C@H](CN(C)C(=O)c2ccncc2)[C@@H](C)CN([C@@H](C)CO)C(=O)c2cc(NC(=O)c3ccncc3)ccc2O1,-0.4,0.7,-4.0,101.0*
C[C@H](CO)N1C[C@H](C)[C@@H](CN(C)Cc2ccc3c(c2)OCO3)Oc2cc(-c3cccc(C(=O)N(C)C)c3)ccc2S1(=O)=O,-70.8,-2.8,0.4,.
C[C@@H]1CN([C@H](C)CO)C(=O)Cc2cc(NC(=O)Nc3ccc(F)cc3)ccc2O[C@@H]1CN(C)S(=O)(=O)c1ccc(F)cc1,-8.2,0.1,8.7,-29.2
C[C@H](CO)N1C[C@H](C)[C@H](CN(C)CC2CC2)Oc2c(NC(=O)c3cnccn3)cccc2C1=O,24.9,-0.8,1.1,-15.8
CCC(=O)N1C[C@@H](C)[C@H](OC)CN(C)C(=O)c2cc(NC(=O)Nc3cccc(F)c3)ccc2OC[C@H]1C,15.2,0.1,.,38.9
CNC[C@H]1Oc2cc(C#CC3CCCCC3)ccc2S(=O)(=O)N([C@@H](C)CO)C[C@H]1C,-54.1,-0.3,7.7,.
O=C(Cc1ccccc1)N1CC(=O)N2[C@@H](CO)[C@H](c3ccc(C#Cc4ccccc4)cc3)[C@@H]2C1,6.5,-0.3,-5.0,.
COc1ccc(S(=O)(=O)Nc2ccc3c(c2)C(=O)N([C@H](C)CO)C[C@H](C)[C@H](CN(C)Cc2ccc(C(=O)O)cc2)O3)cc1,-0.1,-0.8,-1.1,-4.1
C[C@H](CO)N1C[C@H](C)[C@H](CN(C)CC2CCCCC2)OCCCC[C@H](C)Oc2ccc(NC(=O)Nc3ccc(F)cc3)cc2C1=O,-86.7*,0.5,-9.5,115.5*
C[C@@H]1CCCCO[C@H](CN(C)S(=O)(=O)c2ccc(Cl)cc2)[C@H](C)CN([C@@H](C)CO)C(=O)c2cc(NC(=O)C3CCCCC3)ccc2O1,-80.0,0.5,-7.2,107.9*
C[C@@H]1CCCCO[C@@H](CN(C)C(=O)c2ccccc2)[C@@H](C)CN([C@@H](C)CO)C(=O)c2cc(NC(=O)Cc3ccccc3)ccc2O1,-57.7,0.7,0.5,.
CC(C)NC(=O)Nc1ccc2c(c1)C(=O)N([C@@H](C)CO)C[C@@H](C)[C@@H](CN(C)C(=O)NC(C)C)OCCCC[C@H](C)O2,50.5,5.3,-4.7,4.1
C[C@@H]1CCCCO[C@@H](CN(C)Cc2ccc3c(c2)OCO3)[C@H](C)CN([C@@H](C)CO)C(=O)c2cc(NC(=O)CCC(F)(F)F)ccc2O1,-30.4,-0.6,1.4,50.9
O=C(C[C@@H]1CC[C@@H](NC(=O)C2CCC2)[C@@H](CO)O1)NCCCN1CCOCC1,17.8,0.0,-2.6,.
COc1ccc(S(=O)(=O)N(C)C[C@H]2OCCCC[C@@H](C)Oc3ccc(NC(=O)c4ccccc4)cc3C(=O)N([C@@H](C)CO)C[C@@H]2C)cc1,-83.1*,15.8,17.3,90.9
O=C(c1cccc(F)c1)N1CCCCN2[C@H](CO)[C@@H](c3ccc(/C=C/c4ccccc4)cc3)[C@@H]2C1,-3.8,-2.9,-7.2,108.8*
O=C(Nc1ccccc1)N1CC(=O)N2[C@H](CO)[C@H](c3ccc(C#CC4CC4)cc3)[C@H]2C1,8.4,0.4,-12.0,.
CNC[C@@H]1Oc2ccc(NS(=O)(=O)c3ccc(C)cc3)cc2CC(=O)N([C@@H](C)CO)C[C@H]1C,-1.2,2.4,2.9,-3.7
CCC(=O)N1[C@@H]2c3ccc(C4=CCCCC4)c(=O)n3C[C@H]1[C@H](CO)[C@H]2C(=O)N[C@H](C)c1ccccc1,7.2,-0.9,3.9,-1.0
COc1ccc2c3c(n(C)c2c1)[C@@H](CO)N(Cc1ccccc1F)CC31CN(C(=O)C2CCCC2)C1,-58.0,1.7,8.2,.
Cc1ccccc1S(=O)(=O)N1C[C@H](O)COC[C@@H]2O[C@@H](CC(=O)O)CC[C@H]21,14.0,-1.1,4.4&-0.8,-98.0
C/C=C/c1ccc([C@@H]2[C@@H](CNC(=O)C3CCC3)N(C(=O)NCCC)[C@H]2CO)cc1,-73.2,0.4,10.6,-2.0
Cc1ccc(S(=O)(=O)NCC[C@H]2CC[C@@H](NC(=O)C3CCOCC3)[C@H](CO)O2)cc1,-0.6,1.6,3.4,-5.4
COc1ccc(-c2ccc3n(c2=O)C[C@H]2[C@H](CO)[C@@H](C(=O)NCCN4CCCCC4)N(C)[C@@H]32)cc1,19.6,-1.6,1.6,.
O=C(C[C@@H]1CC[C@@H](NC(=O)CC2CC2)[C@H](CO)O1)NCc1ccccc1,25.1,-0.4,2.6,.
C[C@H]1CN([C@@H](C)CO)C(=O)c2cc(NC(=O)Nc3ccc(F)cc3)ccc2O[C@H]1CN(C)CC1CCCCC1,13.0,0.8,0.6,44.8
C[C@@H]1CN([C@@H](C)CO)C(=O)Cc2cc(NC(=O)C3CCCCC3)ccc2O[C@@H]1CN(C)Cc1ccccc1,-13.5,0.8,-5.7,63.4
C[C@@H]1CN([C@H](C)CO)C(=O)c2cccc(NC(=O)c3ccc(-c4nccs4)cc3)c2O[C@@H]1CN(C)Cc1ccc(Cl)c(Cl)c1,-52.1,-0.2,-1.4,100.9
CC(C)NC(=O)N(C)C[C@@H]1Oc2ncc(C3=CCCCC3)cc2C(=O)N([C@H](C)CO)C[C@H]1C,1.7,1.9,2.2,-105.0
COCC(=O)Nc1ccc2c(c1)[C@@H]1C[C@H](CC(=O)NCc3ccncc3)O[C@H](CO)[C@@H]1O2,8.2,1.5,-3.8,33.7

# Two of the compounds above, with each value named:
Cc1ccc(S(=O)(=O)NCC[C@H]2CC[C@@H](NC(=O)C3CCOCC3)[C@H](CO)O2)cc1
  Pf Dd2 growth: -0.6	GASC1 inh: 1.6	C diff HTS: 3.4	Tcruzi prolif: -5.4

C[C@H]1CN([C@@H](C)CO)C(=O)c2cc(NC(=O)Nc3ccc(F)cc3)ccc2O[C@H]1CN(C)CC1CCCCC1
  Pf Dd2 growth: 13.0	GASC1 inh: 0.8	C diff HTS: 0.6	Tcruzi prolif: 44.8

# Additional entries
SMILES,Pf Dd2 growth,GASC1 inh,C diff HTS,Tcruzi prolif
O=C(N[C@H]1C=C[C@@H](CC(=O)N2CCCCC2)O[C@@H]1CO)c1ccc2c(c1)OCO2,13.5,1.0,.,-2.3
COc1ccc(S(=O)(=O)Nc2cccc3c2O[C@H](CN(C)Cc2ccc(C(=O)O)cc2)[C@@H](C)CN([C@@H](C)CO)C3=O)cc1,26.7,0.9,-0.7,-17.9
CC(C)c1cn(CC[C@H]2CC[C@H](NS(=O)(=O)c3ccc(Cl)cc3)[C@H](CO)O2)nn1,-25.2,-0.5,-0.4,-17.9
O=C1CN(Cc2ccccc2)C[C@H]2[C@@H](c3ccc(Br)cc3)[C@@H](CO)N12,25.5,-2.2,5.0,.
CO[C@@H]1CN(C)C(=O)c2cc(NC(=O)NC(C)C)ccc2OC[C@H](C)N(C(=O)NC(C)C)C[C@@H]1C,.,0.0,-3.5,-14.0
COc1ccc(-c2ccc3c(c2)[C@@H]2[C@@H](CCN2C(=O)c2ccc4c(c2)OCO4)[C@H](CO)N3)cc1,-52.3,0.1,-4.7,24.3

# One compound at a time (already shown). Screens in order: Pf Dd2 growth | GASC1 inh | C diff HTS | Tcruzi prolif
# Listed for `COc1ccc(-c2ccc3c(c2)[C@@H]2[C@@H](CCN2C(=O)c2ccc4c(c2)OCO4)[C@H](CO)N3)cc1` : -52.3 | 0.1 | -4.7 | 24.3
# Listed for `CC(C)c1cn(CC[C@H]2CC[C@H](NS(=O)(=O)c3ccc(Cl)cc3)[C@H](CO)O2)nn1` : -25.2 | -0.5 | -0.4 | -17.9
# Listed for `O=C1CN(Cc2ccccc2)C[C@H]2[C@@H](c3ccc(Br)cc3)[C@@H](CO)N12` : 25.5 | -2.2 | 5.0 | .

# Bioassay records as filed in PubChem BioAssay.

# No enrichment for hits; overall some 6.7% were active at least once.
